MT stabilizer – microtubule stabilizers in HeLa cells. HeLa tubulin immunostaining HCS, 24 h; share of cells brighter than vehicle mean+2SD. % tubulin-high responders, % at 10 µM. 0.83% of 200,000 active. AID 2205;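 active = plate Z-score above 3 for both tubulin-high and condensed-nucleus cell shares, with cell loss under 80%, at 10 µM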;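 also: anti alpha tubulin signal scored within the nucleus-defined area of each cell; some results filed as inactive read as strong as hits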
CSM14.1 death rescue – protection against thapsigargin-triggered cell killing – 384-well, CSM14.1, ATP luminescence, primary screen (AID 1222); cellular ATP content (survival), % at 20 µM; hits with a dose series show EC50 in µM; 190,000 tested, under 10 active; CSM14.1 thapsigargin-induced death rescue, ATP luminescence; higher % means a stronger effect;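 active = EC50 below 50 µM in the dose-response confirmation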;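 also: death triggered by thapsigargin at about 15 µM added after 2 h compound pretreatment; cell ATP read after overnight thapsigargin exposure of roughly 18 to 22 hours; normalized against plate controls of thapsigargin alone and 5% DMSO vehicle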
Insulin prom up – MIN6 insulin promoter up-regulation. 0.3% of 190,000 active. z-score at 5 µM. MIN6 insulin promoter-GFP reporter, high-content imaging; active compounds read high. AID 1625;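 active = z-score above 3 at 5 µM with at least 500 cells counted in the well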
Autophagy HCS – autophagy modulation, high-content screen. 0.98% of 190,000 active. MEF GFP-LC3 puncta imaging; test concentration mostly 10 µM. AID 463193. calls only at 10 µM (by protocol);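 active = percentage of spot-positive cells more than 3 SD above its plate mean, without a fluorescence outlier flag or 80% toxicity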;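 also: spot-positive cell cutoff set from DMSO-treated cells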
Dynein transport – blocks dynein driven cargo transport along microtubules. AID 1381. 0.47% of 220,000 active. 3617.4 mouse cells, GR-EGFP nuclear translocation imaging; test concentration mostly 20 µM; stimulated with dexamethasone, 1 µM; active compounds read low. z-score, hits read low;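 active = plate z-score of nuclear minus cytoplasmic receptor signal below a set negative limit, without overly bright fluorescence or cell loss, cut at about -3.5 in these data, passing the limit was not always enough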;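 also: z-score of nuclear minus cytoplasmic ring GR-EGFP intensity difference per well; some compounds called inactive have numbers as strong as hits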
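medium = tetracycline-free induction medium containing charcoal-stripped FBS | also added = 1.0 µM final dexamethasone stimulus | schedule = 48 h induction, 1 h compound, 30 min dex at 37 °C | technique = fixed, Hoechst-stained cells imaged at 10x for EGFP | measure = GR-EGFP nuclear translocation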
Salmonella PhoP GFP – PhoP-dependent GFP reporter repression – Salmonella Typhimurium, primary screen (AID 1863); S. Typhimurium PhoP-regulated promoter GFP reporter, 4 h; higher % means a stronger effect; one-dose inhibition, % at 50 µM; IC50 in µM for titrated hits; 0.16% of 300,000 active;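 active = inhibition over 29.93%, a cutoff 3 SD above the screen mean, later confirmed by dose response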;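 also: 0% = low Mg2+ inducing control and 100% = high Mg2+ repressing control; strong numbers were not always called active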
Hep lipid drop – hepatic lipid droplet formation modulation; AML12 mouse hepatocytes, oleate lipid droplets, BODIPY imaging; inhibition, % at 6.5 µM; 0.4% of 240,000 active;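 active = lipid droplet intensity inhibited by at least 50%, with more than 500 cells counted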
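Material: mouse AML12 hepatocyte cell line, fixed after treatment; Timing: compound with oleate, overnight; Technique: high-content imaging of BODIPY-stained droplets and DAPI nuclei; Probe or stimulus: oleate, 100 µM final; Dosing: compound at 6.5 µM only.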
T cell modulator – T cell immune modulation candidate | 2C CD8+ T cell-vesicle binding, flow cytometry; active compounds read low | calls only at 7 µM | 0.068% of 330,000 active | AID 2052;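 active = response, share of CD8 T cells binding vesicles, and their 90th percentile fluorescence all below set limits, cut at about 80% in these data, passing the limit was not always enough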
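System: murine 2C transgenic CD8+ T lymphocytes; also added: QL9-loaded Drosophila micro-vesicles; times: binding 1.5 h at 37 °C; measured by: flow cytometry, PE anti-B7-1 (FL2) versus Alexa647 anti-CD8 (FL8), PFA-fixed; control set: Peptide-free naked vesicles (low) and QL9 vesicles with 0.7% DMSO vehicle (high)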
bCat nuc transl – modulators of beta-catenin nuclear translocation; HeLa beta-catenin nuclear translocation, immunofluorescence imaging; nuclear translocation activity, % at 5 µM; 0.3% of 190,000 active; AID 1665;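 active = nuclear translocation activity above 50% at 5 µM, with a well cell count of 50 or more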;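 also: per-cell ratio of nuclear to cytoplasmic median beta-catenin stain intensity; plate controls were DMSO negative control for no effect and GSK-3 inhibitor IX positive control for full effect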
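Test system: human HeLa cells, endogenous beta-catenin. Times: 24 h compound exposure, 37°C. Measured by: beta-catenin immunofluorescence imaging with DAPI.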
Dynein transport cytoplasmic EGFP – further read-out of Dynein transport, marked with its call; z-score; measured here: cytoplasmic GR-EGFP intensity; active compounds read high
Dynein transport nuclear GR-EGFP – further read-out of Dynein transport, marked with its call; z-score; measured here: nuclear GR-EGFP intensity;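 lower value marks the stronger effect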
Dynein transport cell count – second read-out of Dynein transport, no call of its own (marks repeat the call); z-score; measured here: cell count per field
Insulin prom up cell count – second read-out of Insulin prom up, no call of its own (marks repeat the call); cell count; measured here: cytotoxicity, nuclei count;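 total cells summed across four imaged fields per well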
Hep lipid drop cells 6.5 µM – second read-out of Hep lipid drop, no call of its own (marks repeat the call); cell count; measured here: cell count, cytotoxicity flag;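 cells counted across two imaged fields per well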
bCat nuc transl cell count 5 µM – recorded beside bCat nuc transl, whose call it bears; cell count; measured here: cell count, cytotoxicity flag
T cell modulator vesicle-bound % – also measured in T cell modulator; calls as there; double positive events, %; measured here: CD8+ vesicle-bound cell fraction;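 binding gate set so that unloaded-vesicle control wells show 10% double positive cells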
MT stabilizer Hoechst-high % – second read-out of MT stabilizer, no call of its own (marks repeat the call); % Hoechst-high responders; measured here: nuclear condensation Hoechst responders;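 share of cells brighter than vehicle mean plus two SD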
MT stabilizer cytotoxicity % – second read-out of MT stabilizer, no call of its own (marks repeat the call); toxicity, %; measured here: cytotoxicity by cell density;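 0% = mean cell density of plate MIN control wells and 100% = no cells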
Autophagy HCS cell loss 18 h – second read-out of Autophagy HCS, no call of its own (marks repeat the call); toxicity, %; measured here: cell loss, nuclei count;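 cell loss after 18 h compound exposure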
* marks the source's active call; other numbers are inactive results; i = inactive; x = not tested or not shown.

SMILES	MT stabilizer	MT stabilizer Hoechst-high %	MT stabilizer cytotoxicity %	CSM14.1 death rescue	Insulin prom up	Insulin prom up cell count	Autophagy HCS	Autophagy HCS cell loss 18 h	Dynein transport	Dynein transport cytoplasmic EGFP	Dynein transport nuclear GR-EGFP	Dynein transport cell count	Salmonella PhoP GFP	Hep lipid drop	Hep lipid drop cells 6.5 µM	T cell modulator	T cell modulator vesicle-bound %	bCat nuc transl	bCat nuc transl cell count 5 µM
CN(C)C(=O)c1ccc(Cl)cc1[N+](=O)[O-]	2.1	1.6	9.7	-0.9%	0.66	1431	i	-7.5	-0.857	-0.0876	-0.277	-0.156	2.3%	7.4	730	i	32.7	-0.5	1067
COCc1cc(Sc2cccc(Cl)c2Cl)nc(-c2ccccc2)n1	0.4	1.1	10.5	-0.8%	-0.26	1405	i	-3.3	-0.309	-0.0933	-0.337	0.293	12.5%	x	x	i	32.3	-1.0	1488
CCOc1ncccc1C(=O)OCC(=O)NC(=O)NC(C)C	6.2	3.3	6.0	x	-0.13	1307	i	-1.9	0.0134	-0.322	0.281	0.98	4.4%	6.2	657	i	25.5	-1.0	1061
FC(F)(F)c1cccc(Nc2cc(-c3ccccc3)nc3ncnn23)c1	x	x	x	x	-0.09	897	x	x	-0.414	-0.241	0.13	0.838	0.0%	1.0	682	i	33.5	-0.2	1253
COc1ccc(CN2CCN(S(=O)(=O)c3ccc(NC(C)=O)cc3)CC2)cc1OC	7.2	4.8	10.6	0.4%	0.25	1020	i	-3.5	1.3	-0.314	0.543	-0.274	-5.7%	x	x	i	38.9	0.1	838
COc1ccccc1N(CN1C(=O)c2ccccc2C1=O)C(=O)c1cccc(C)c1	1.7	2.1	8.0	1.9%	0.46	1463	i	-13.7	-0.344	-0.27	-0.132	1.4	1.0%	13.2	632	i	47.6	-1.3	1079
NNC(=O)c1ccncc1	2.6	1.1	7.6	8.4%	x	x	i	9.1	0.434	-0.267	0.644	0.107	0.1%	-1.7	759	i	12.0	x	x
O=C(Nc1ccc2c(c1)OCO2)c1ccncc1	2.7	1.9	14.3	0.8%	0.26	1296	i	-2.9	0.633	-0.139	0.689	-1.58	-5.8%	x	x	i	12.2	-0.5	966
CCCCC(c1nnnn1CC1CCCO1)N1CCN(c2cccc(C)c2C)CC1 (stereo unspecified)	3.9	2.8	7.0	-0.6%	-0.85	1004	i	20.1	-0.926	-0.268	-0.414	0.474	-1.2%	-1.8	743	i	34.2	-2.6	1229
O=C(CC1(O)C(=O)Nc2ccccc21)c1cccnc1 (stereo unspecified)	4.4	2.1	13.6	0.5%	-0.43	891	i	17.9	0.0019	-0.155	0.147	0.0985	7.8%	10.9	780	i	30.1	-6.8	1267
CCOC(=O)C(C)n1nc(/C=C/c2ccc(OC)cc2)ccc1=O (stereo unspecified)	5.2	4.8	3.9	-1.1%	-0.25	1013	i	-7.6	-0.583	-0.172	-0.362	0.57	-2.7%	-11.9	683	i	57.2	7.1	1070
CC(/C=N/NC(=O)c1ccc(CN2c3cccc4cccc(c34)S2(=O)=O)cc1)c1ccccc1 (stereo unspecified)	6.8	1.9	3.5	-0.9%	0.24	1569	i	-2.2	-0.463	-0.292	-0.505	0.533	17.6%	1.9	589	i	35.7	-1.0	1171
Cc1c(C(=O)Nc2ccc(-n3cnnn3)cc2)oc2ccccc12	4.3	3.9	2.2	2.7%	-0.12	1275	i	19.6	2.02	-0.257	0.939	-1.33	-22.7%	x	x	i	22.5	-2.6	1169
CCOC(=O)Cn1cc(/C=N/N2C(=O)C3C4C=CC(C4)C3C2=O)c2ccccc21 (stereo unspecified)	4.3	1.0	21.9	-1.1%	0	1376	i	23.6	-0.758	-0.345	-0.059	0.644	-0.5%	2.0	626	i	59.4	-0.2	1518
CCCc1nnc(-c2cc(OC)c(OC)c(OC)c2)o1	4.3	1.6	3.5	-2.7%	0.15	1344	i	7.0	-0.221	-0.207	-0.136	-0.487	-0.5%	0.2	600	i	47.6	x	x

Next section; it opens with the two that closed the last part.
SMILES	MT stabilizer	MT stabilizer Hoechst-high %	MT stabilizer cytotoxicity %	CSM14.1 death rescue	Insulin prom up	Insulin prom up cell count	Autophagy HCS	Autophagy HCS cell loss 18 h	Dynein transport	Dynein transport cytoplasmic EGFP	Dynein transport nuclear GR-EGFP	Dynein transport cell count	Salmonella PhoP GFP	Hep lipid drop	Hep lipid drop cells 6.5 µM	T cell modulator	T cell modulator vesicle-bound %	bCat nuc transl	bCat nuc transl cell count 5 µM
CCOC(=O)Cn1cc(/C=N/N2C(=O)C3C4C=CC(C4)C3C2=O)c2ccccc21 (stereo unspecified)	4.3	1.0	21.9	-1.1%	0	1376	i	23.6	-0.758	-0.345	-0.059	0.644	-0.5%	2.0	626	i	59.4	-0.2	1518
CCCc1nnc(-c2cc(OC)c(OC)c(OC)c2)o1	4.3	1.6	3.5	-2.7%	0.15	1344	i	7.0	-0.221	-0.207	-0.136	-0.487	-0.5%	0.2	600	i	47.6	x	x
O=C(CCc1nc2ccccc2c(=O)[nH]1)OCC(=O)N1CCc2ccccc21	2.1	1.4	3.6	-0.6%	0.73	1172	i	13.4	0.393	-0.208	0.405	-0.828	6.8%	-2.8	655	i	8.6	-1.4	1067
CCN(CC)S(=O)(=O)c1cc(NC(=O)COc2ccc(C#N)cc2OC)ccc1C	2.2	4.7	6.9	-4.0%	-1.37	1397	i	2.8	-0.614	-0.286	-0.515	0.326	6.8%	-1.2	680	i	48.1	-1.6	951
Cc1cc(C)c(Cn2c(=O)n(CCCC(=O)NCc3ccco3)c(=O)c3ccccc32)c(C)c1	2.6	1.3	3.4	x	x	x	i	-2.7	-0.273	-0.22	-0.115	-0.307	x	x	x	i	19.8	x	x
Nc1ccc2nc(-c3ccc(Cl)cc3)[nH]c2c1	7.4	2.0	7.7	-2.9%	-0.27	819	i	0.7	1.42	0.166	1.1	-1.6	12.1%	x	x	i	31.4	x	x
Cc1ccc(NC(=O)CN(C)C(=O)C2COc3ccccc3O2)cc1 (stereo unspecified)	1.2	2.3	13.8	-2.0%	0.11	1311	i	-12.5	-1.62	-0.259	-0.209	0.683	-9.7%	1.6	733	i	18.5	-2.4	1095
COCCNC(=O)C(=O)c1c(-c2ccccc2)[nH]c2ccccc12	4.4	1.3	1.9	-2.0%	x	x	i	4.9	-0.956	-0.319	-0.439	0.639	6.6%	-16.3	756	i	54.9	-1.4	1097
Cc1ccc(/C=C/C(=O)Nc2ccc(S(N)(=O)=O)cc2)o1	2.1	2.5	2.4	-1.4%	-0.38	1562	i	-2.7	0.357	-0.0902	0.318	0.354	-8.0%	8.4	767	i	32.5	0.1	951
O=C(CN1CCOCCOCCN(CC(=O)Nc2ccccc2)CCOCC1)Nc1ccccc1	5.7	3.1	7.9	0.0%	0.82	1117	i	-16.9	-0.0935	-0.14	0.291	-0.773	-0.8%	x	x	i	22.2	-2.5	1150
CCOc1ccc(N(CC(=O)NCc2ccccc2)S(C)(=O)=O)cc1	3.5	2.7	7.6	0.6%	x	x	i	1.5	0.537	-0.115	0.713	0.267	8.3%	x	x	i	57.0	-1.5	954
O=C(CN1CCN(c2ccc(F)cc2)CC1)NCC1CCCO1 (stereo unspecified)	5.1	3.0	9.6	-0.5%	0.08	1300	i	-2.9	-0.494	-0.258	0.0573	-0.417	2.1%	x	x	i	29.6	-5.0	1037
O=C1c2ccccc2C(=O)N1CC1c2ccccc2CCN1C(=O)CN1CCOCC1 (stereo unspecified)	4.1	1.5	1.3	1.1%	-0.41	1322	i	13.5	-0.0211	-0.275	0.126	0.572	-2.2%	45.0	760	i	55.4	-1.1	1131
Cc1cccc2sc(NNC(=O)c3ccc(S(=O)(=O)N4CCCC(C)C4)cc3)nc12 (stereo unspecified)	9.7	8.3	21.8	-4.9%	-2.71	527	i	-7.7	0.788	-0.228	1.28	-0.217	14.4%	12.5	741	i	26.5	-2.7	617
CC1(C)C(C=C(Cl)Cl)C1C(=O)N1CCN(Cc2ccccc2)CC1 (stereo unspecified)	2.9	2.4	6.1	0.6%	0.57	1653	i	2.8	0.299	-0.284	0.836	-1.13	-0.5%	-8.9	673	i	38.9	-3.1	1139
Cc1ccc(Nc2nc(-c3ccc(S(=O)(=O)N4CCOCC4)cc3)cs2)cc1Cl	3.9	2.4	0.5	-1.8%	-0.12	1236	i	7.5	-0.149	0.0551	-0.00459	0.359	5.1%	-2.8	723	i	23.4	1.2	940
CCn1c(=O)c([N+](=O)[O-])c(NCCc2ccc(OC)c(OC)c2)c2ccccc21	2.4	2.3	4.7	-4.1%	-0.04	1176	i	7.9	-0.591	-0.249	-0.552	0.883	-6.7%	-14.0	600	i	48.5	-0.1	509
O=C(Nc1ccc(NC(=O)c2cccs2)cn1)c1ccccc1	1.6	2.2	2.6	-0.2%	-0.24	1588	i	-3.2	-0.326	-0.291	0.176	0.211	0.9%	-12.2	667	i	52.5	2.7	838
